Epigenetic mod = qHTS Assay for Epigenetic Modulators | mouse C127i GFP locus derepression, cytometry, 30 h | Potency, µM (top dose mostly 46.1 µM), without a hit: top-dose GFP derepression (activation) | 68,000 tested, 0.09% active | AID 597, 2007; also: % of control where 0% means no effect
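Derepression screen: silenced CMV-GFP reporter in murine C127i cells, 30 h compound incubation at 37 C, washed cells imaged by laser-scanning cytometer to enumerate GFP-expressing objects of 20 to 120 um.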
HADH2 inh = qHTS Assay for Inhibitors of HADH2 (Hydroxyacyl-Coenzyme A Dehydrogenase, Type II) | 3-hydroxyacyl-CoA dehydrogenase type-2 (Homo sapiens), Q99714 | recombinant HADH2, NADH fluorescence, beta-hydroxybutyryl-CoA | Potency, µM (highest dose often 57.1 µM), for the others: top-dose activity change, negative = inhibition, actives largely listed as inhibitors | 73,000 tested, 3.4% active; also: potency is read from the fitted curve at half-maximal effect; % is scaled to controls: 0 for no effect and ±100 for the full control effect; nearly all actives have a fitted effect of over 60% in size; many of its hits are not listed in these tables
Target sequence (Q99714 whole entry, looked up, one chain of several): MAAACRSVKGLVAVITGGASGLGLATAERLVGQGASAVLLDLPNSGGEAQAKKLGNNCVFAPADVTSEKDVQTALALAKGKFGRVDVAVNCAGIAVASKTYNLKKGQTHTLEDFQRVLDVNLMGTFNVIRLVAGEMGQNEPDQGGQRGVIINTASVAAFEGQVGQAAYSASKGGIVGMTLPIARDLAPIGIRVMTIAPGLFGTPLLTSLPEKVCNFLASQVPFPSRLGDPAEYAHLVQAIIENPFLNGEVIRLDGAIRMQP
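Buffer 100 mM Tris-HCl pH 9.0/0.01% Tween-20; HADH2 20 nM; NAD+ 1 mM; beta-hydroxybutyryl-CoA 90 uM (all final). 15 min cpd preincubation, RT.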
BRCT inh green = qHTS Assay for Inhibitors of BRCT-Phosphoprotein Interaction (Green Fluorophore). Breast cancer type 1 susceptibility protein (Homo sapiens), P38398. BRCA1 BRCT-phosphopeptide binding, green fluorescence polarization. 75,000 tested, 0.05% active. AID 875, 2007. Potency, µM (highest dose often 76.9 µM), inactives show at the highest dose activity change, negative = inhibition, usual class: inhibitors;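 also: potency is read from the fitted curve at half-maximal effect; plate controls were peptide without protein for full effect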
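Fluorescence polarization: His-tagged BRCT (~35 kDa BRCA1 C-terminus, 250 nM) bound to 100 nM fluorescein-labeled phosphorylated 10-aa BACH1 peptide, pH 7.3 phosphate buffer with DTT and Tween 20. Compounds incubated 12 min at room temperature; inhibition read as lowered polarization.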
DNA Pol III inh = qHTS Assay for Inhibitors of DNA Polymerase III Holoenzyme System. Potency, µM (titrated, usually from 57.1 µM), without a hit: at the highest dose activity change, negative = inhibition. reconstituted DNA polymerase III holoenzyme replication, biochemical. 71,000 tested, 0.25% active; also: potency is read from the fitted curve at half-maximal effect; % is scaled to controls: 0 for no effect and ±100 for the full control effect
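Reconstituted *E. coli* holoenzyme (0.35 nM Pol III, 1 nM beta, 154 nM SSB, 2 nM primase) was preincubated with compound for 15 min at RT. Synthesis on 1.4 nM ssM13Gori ran 35 min, then was stopped with PicoGreen/EDTA and read as dsDNA fluorescence.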
USP2a inhib = qHTS Assay for Inhibitors of Ubiquitin-specific Protease USP2a. 60,000 tested, 0.1% active. Ubiquitin carboxyl-terminal hydrolase 2 (Homo sapiens), O75604. AID 927, 2007. USP2a enzymatic assay, qHTS inhibition. Potency, µM (highest dose often 38.3 µM), without a hit: at the top dose activity change, negative = inhibition, actives largely listed as inhibitors;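 also: potency is read from the fitted curve at half-maximal effect; nearly all actives have a fitted effect of over 60% in size; plate controls were DMSO for no effect and NEM full inhibition control for full effect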
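USP2 core (20nM final) preincubated 30 min RT with compound, then Ub-PLA2 20nM and NBD C6-HPC 20uM final added; buffer 20mM Tris-HCl pH 8.0, 2mM CaCl2. Fluorescence Ex 460/Em 535 read at 0 and 2.5 h; normalized to NEM.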
Ub-GFP proteasome = Ubiquitin-GFP Assay | Potency, µM (top dose mostly 45.9 µM), without a hit: top-dose activation (GFP accumulation), actives largely listed as activators | Ubiquitin-GFP reporter cells, proteasome inhibition, GFP fluorescence; response scale: untreated = 0%, 10 µM MG-132 = 100% | 67,000 tested, under 10 active; active = well fitted activation curve with a large enough effect, not every such curve was filed as active; inconclusive = small, poorly fitted or top-dose-only effect, or another doubt; inactive = no such curve, though single readings can be large or run the other way; also: potency is read from the fitted curve at half-maximal effect
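GFP accumulation read-out: laser plate cytometry counting ubiquitin(G76V)-GFP-expressing U2OS cells after 4 hr compound exposure at 37 °C. Titrations spanned 46 uM to 2.9 nM; 0% = basal, 100% = 10 uM MG-132; concentration-response curves fitted.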
Hsp90 Hop PPI = qHTS Assay for Disrupters of an Hsp90 Co-Chaperone Interaction. AlphaScreen TPR2A-His6 binding biotin-Hsp90 C-terminal peptide. Potency, µM (series often up to 57 µM), inactives show top-dose activity change, negative = inhibition. Hsp90 C-terminal peptide / TPR2A (Hop) interaction, human. 71,000 tested, 0.44% active; active = well fitted curve in either direction with a large enough effect; inconclusive = small, poorly fitted or top-dose-only effect, or another doubt; also: potency is read from the fitted curve at half-maximal effect; % is scaled to controls: 0 for no effect and ±100 for the full control effect; many of its hits are not listed in these tables
HBB splicing = qHTS Assay for Modulators of Hemoglobin Beta Chain Splicing | HBB splicing reporter cell assay, activation; EGFP reporter with mutant IVS2-654 intron; response scale: normalised to 500 nM splice-correcting PNA | Potency, µM (titrated, usually from 46.1 µM), inactives show at the top dose activation, hits mostly activators | 65,000 tested, 0.06% active | AID 925, 2007; also: potency is read from the fitted curve at half-maximal effect; 0% is about no effect
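Compounds were applied for 2 days to HeLa EGFP-654 cells, 500/well in Optimem with 2% FCS. The reporter's EGFP is disrupted by mis-splicing of beta-globin intron IVS2-654. Readout: summed well GFP fluorescence from 488 nm laser scanning; reference was 500 nM antisense […] 654 PNA.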
BRCT PPI red = qHTS Assay for Inhibitors of BRCT-Phosphoprotein Interaction (Red Fluorophore). Breast cancer type 1 susceptibility protein (Homo sapiens), P38398. Potency, µM (doses to about 76.9 µM), for the others: at the top dose activity change, negative = inhibition, hits mostly inhibitors. 75,000 tested, 0.03% active. BRCT-phosphopeptide binding, red fluorescence polarization. AID 892, 2007; also: % is scaled to controls: 0 for no effect and ±100 for the full control effect
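Fluorescence polarization: 100 nM His-tagged BRCA1 BRCT with 100 nM TAMRA-labelled phospho-BACH1 decapeptide, phosphate buffer pH 7.3 with 150 mM NaCl, DTT, 0.01% Tween 20; 12 min RT. Binding inhibition seen as FP decrease.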
15-hLO inh = qHTS Assay for Inhibitors of 15-hLO (15-human lipoxygenase); Polyunsaturated fatty acid lipoxygenase ALOX15 (Homo sapiens), P16050; purified 15hLO-1, xylenol orange hydroperoxide absorbance; Potency, µM (highest dose often 57.1 µM), for inactives: at the top dose activity change, negative = inhibition, hits mostly inhibitors; 74,000 tested, 1.4% active; AID 887, 2007; also: potency is read from the fitted curve at half-maximal effect; % is scaled to controls: 0 for no effect and ±100 for the full control effect; nearly all actives have a fitted effect of over 55% in size
Target sequence (P16050 whole entry, looked up): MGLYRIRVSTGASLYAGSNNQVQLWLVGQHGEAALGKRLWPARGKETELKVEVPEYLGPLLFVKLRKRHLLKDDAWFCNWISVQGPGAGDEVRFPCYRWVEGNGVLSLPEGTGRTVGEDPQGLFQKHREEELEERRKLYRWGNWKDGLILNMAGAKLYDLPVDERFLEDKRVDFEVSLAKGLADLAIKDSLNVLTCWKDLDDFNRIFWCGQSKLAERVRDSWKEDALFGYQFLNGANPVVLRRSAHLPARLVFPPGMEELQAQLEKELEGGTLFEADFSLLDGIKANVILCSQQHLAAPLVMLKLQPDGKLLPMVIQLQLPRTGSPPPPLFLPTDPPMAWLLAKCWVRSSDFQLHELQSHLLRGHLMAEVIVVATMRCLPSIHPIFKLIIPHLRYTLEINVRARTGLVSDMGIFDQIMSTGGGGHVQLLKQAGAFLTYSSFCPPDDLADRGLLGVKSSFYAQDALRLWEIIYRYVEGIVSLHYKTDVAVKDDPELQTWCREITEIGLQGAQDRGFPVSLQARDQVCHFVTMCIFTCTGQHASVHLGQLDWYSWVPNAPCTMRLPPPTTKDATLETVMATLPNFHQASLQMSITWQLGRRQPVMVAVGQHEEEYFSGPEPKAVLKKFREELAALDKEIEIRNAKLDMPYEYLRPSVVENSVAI
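Quantitative HTS in 25 mM Hepes pH 7.5 containing 0.01% Triton X-100: human 15hLO-1 at 40 nM, arachidonic acid at 50 uM, 6 min turnover. Product quantified via ferrous oxidation/xylenol orange, 573:405 nm absorbance ratio.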
CRE-bla Fsk = Cell signaling CRE-BLA (Fsk stim); CHO CRE-bla reporter (cAMP response element driving beta-lactamase), forskolin EC10, beta-lactamase ratio; Potency, µM (highest dose often 38.2 µM), without a hit: top-dose activity change, negative = inhibition, actives largely listed as activators; 71,000 tested, 2.5% active; active = well fitted activation curve with a large enough effect in the signal ratio, with a control signal flat, not every such curve was filed as active; inconclusive = small, poorly fitted or top-dose-only effect, or effect the other way, or a change in a side signal; the % refers to the signal ratio; also: potency is read from the fitted curve at half-maximal effect; % of control where 0% means no effect
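Cells were plated overnight at 37 °C, exposed to compound titrations plus EC10 NKH 477 for 3 h, then given CCF4 dye for 2 h at room temperature. Blue/green (460/530 nm) ratio was converted to %Activity and AC50 values calculated.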
* marks the source's active call; other numbers are inactive results; ? = inconclusive; . = no result given; [ ] = remark or other dose. Unless noted, calls follow the shape of the dose curve; as a rule, active = well fitted curve in the direction sought with a large enough effect; inconclusive = small, poorly fitted or top-dose-only effect, or another doubt; inactive = no such curve, though single readings can be large; an effect the other way counts as inactive or inconclusive. These rows are one share of the data; count on the stated rates, not on these rows.

Every second line gives: Epigenetic mod | HADH2 inh | BRCT inh green | DNA Pol III inh | USP2a inhib | Ub-GFP proteasome | Hsp90 Hop PPI | HBB splicing | BRCT PPI red | 15-hLO inh | CRE-bla Fsk
#1 CCc1nc(N)c(C#N)c(-c2cccn2C)c1C
    0% | 0% | -0.6% | -1% | -7% | 1% | -6% | -4.6%[57.5 µM] | -0.7% | -9% | 13µM*
#2 COCCCn1c(SCC(=O)NC(C)C)nnc1-c1ccccc1
    -1% | 7% | 0.8% | 3% | -5% | 1% | -1% | 1.1% | 0.5% | -5% | ?
#3 COc1cc(C)c(S(=O)(=O)NC2CC(C)(C)NC(C)(C)C2)cc1C
    1% | 8% | 0.8% | 2% | 2% | 3% | 4% | . | -2.5% | 2% | -2%
#4 Cn1c(CN2CCCCC2)c(C#N)c2ccccc21
    2% | -3% | -8.1% | -2% | -2% | -2% | 0% | 2.0% | -0.1% | -12% | ?
#5 CC(C)CCn1c(SCCc2ccccc2)nc2c1c(=O)[nH]c(=O)n2C
    1% | ? | -0.7% | ? | 4% | 0% | -1% | -0.4%[57.5 µM] | -0.3% | -13% | ?
#6 O=C(NCCN1CCN(c2ccccc2)CC1)c1cccn2c(=O)c3ccccc3nc12
    -4% | ? | 0.1% | -1% | 29% | -2% | -3% | -0.8% | 0.2% | 0% | ?
#7 CC[C@H]1C2=C3C(CC[C@H]4C(OCc5ccc(F)cc5C(F)(F)F)OC[C@](C)([C@@H]34)N(C(=O)OC(C)(C)C)C2)C(COC)C1COC (some centres not stated)
    . | 3% | -2.2% | -13% | . | . | -6% | -0.5% | -1.7% | . | 0%
#8 C=CCNC(=O)C1CC=CCC1C(=O)O (configuration not stated)
    12% | 0% | -1.1% | 1% | -3% | 7% | 0% | -0.9% | 0.9% | 7% | 3%
#9 O=C(c1cnn2c(C(F)F)cc(-c3ccccc3)nc12)N1CCN2CCCC2C1 (configuration not stated)
    6% | 3% | -5.2% | 1% | 9% | -1% | -3% | -0.7% | -0.5% | 0% | ?
#10 Cc1occc1-c1nnc(SCC(=O)c2ccccc2)n1CC1CCCO1 (configuration not stated)
    -3% | -17% | -0.4% | -4% | 5% | 0% | -3% | -1.7% | -0.4% | -2% | -20%
#11 Cc1ccc2cc(CN(Cc3cccs3)C(=O)c3ccco3)c3nnnn3c2c1C
    2% | -16% | 0.1% | -4% | 1% | 0% | -3% | . | -0.3% | 4% | 3.2µM*
#12 Cc1cccc(-c2nc(CSCC(=O)N3CCN(Cc4ccc5c(c4)OCO5)CC3)c(C)o2)c1
    7% | -5% | -0.2% | -1% | 49%[activator] | 6% | -7% | -2.8% | 0.2% | -6% | -23%
#13 CCC(C)NC(=O)CS(=O)Cc1nc(-c2cccc(OC)c2)oc1C (configuration not stated)
    . | -4% | -1.9% | 3% | . | -9% | -1%[2.3 µM] | -0.8% | -3.5% | 6% | -1%
#14 CCOc1ccc(NS(=O)(=O)c2ccc(SC)cc2)cc1
    2% | -1% | 0.0% | -1% | 4% | -3% | 0% | -0.5% | 0.6% | -12% | -9%
#15 COCCn1nnnc1CN1CCC(O)(c2cccc(C(F)(F)F)c2)CC1
    0% | 1% | 0.3% | -1% | 3% | 0% | 0% | 0.0%[57.5 µM] | -2.8% | 2% | -7%
#16 O=C(CN(C(=O)CNC(=O)c1ccco1)c1ccc(Cl)c(Cl)c1)NC1CCCCC1
    -2% | -4% | 2.7% | -4% | 220%[activator] | -4% | -4% | . | -1.4% | -22% | -15%
#17 CCCCNC(=O)C(NS(=O)(=O)c1cccc2nsnc12)c1ccccc1 (configuration not stated)
    ? | 1% | 0.3% | -2% | 9% | -11% | 4% | -1.1% | -1.1% | 6% | -5%
#18 O=C(Nc1cc(N2CCOCC2)ncn1)NC1(C(F)(F)F)Oc2ccc(Cl)cc2O1 (configuration not stated)
    12% | 3.2µM* | -1.5% | 1% | 9% | 6% | -19% | -0.9% | -1.7% | 5µM* | ?
#19 Cc1ccc(NC(=O)CCN2C(=O)c3ccncc3C2=O)cc1
    0% | 3% | -1.0% | -3% | -9% | -8% | -2% | 0.2% | 1.8% | 14% | 0%
#20 COc1cc(NC(=O)c2ccc(COCC(F)(F)F)o2)cc(OC)c1OC
    4% | 15% | 0.4% | -3% | 9% | -1% | ? | -1.4% | 0.8% | 0% | ?
#21 Cc1ccc(-n2ncc3c(NCCCn4ccnc4)ncnc32)c(C)c1
    . | -2% | 6.7% | -6% | . | -14% | -5% | -0.1% | -1.1% | 26% | -11%
#22 Cc1ccccc1CS(=O)(=O)Cc1ccc(C(=O)NCc2cccnc2)o1
    -1% | 5% | -0.6% | -6% | -7% | -4% | 2% | -0.6% | 1.9% | 3% | -6%
#23 O=C1c2ccccc2-c2c1cccc2C(=O)N1CCN(C(=O)c2ccco2)CC1
    3% | -5%[11.4 µM] | -1.9% | 0%[11.4 µM] | 36%[activator][7.66 µM] | -9%[9.17 µM] | -12%[11 µM] | -0.9%[0.0738 µM] | -0.5% | -8%[11.4 µM] | ?
#24 CCc1ccccc1N(CC)C(=O)c1cn(CC)c(=O)c2cc(OC)c(OC)cc12
    -1% | -5% | -4.0% | -7% | 14% | -15% | 2% | 0.0% | 0.7% | -4% | ?
#25 COc1ccc(NC(=O)CCC2CCCC2)cc1OC
    -3% | 8% | -2.4% | -1% | 4% | 4% | -5% | -0.5% | -0.5% | -5% | 5%
#26 O=C(NCc1cccs1)c1cc2c(s1)-c1ccccc1OC2
    -2% | . | -0.3% | 1% | . | -3% | 15% | 0.0% | -1.1% | -29% | ?
#27 CCOCCCNC(=O)C1CCN(S(=O)(=O)c2c(C)noc2/C=C\c2ccc(OC)cc2)CC1
    1% | 25µM* | 0.3% | 2% | 15% | 3% | 0% | 2.1% | 1.4% | -8% | ?
#28 CCn1cc(C(=O)NCC2COc3ccccc3O2)c2cc(OC)c(OC)cc2c1=O (configuration not stated)
    1% | 5% | 0.2% | 0% | 46%[activator] | -2% | 1% | -0.2% | -0.4% | -2% | 1.6µM*
#29 CCOC(=O)Cn1c(CN(Cc2ccccc2)Cc2ccccc2)nc2c1c(=O)n(C)c(=O)n2C
    8% | -8% | 0.0% | -3% | 26% | -2% | -5% | 4.2%[0.369 µM] | -1.1% | -13% | 1%
#30 Cc1cn(CC2COC(C)(C)O2)c(=O)[nH]c1=O (configuration not stated)
    4% | 6% | -0.7% | 6% | 0% | 15% | 3% | -0.1% | -0.5% | 1% | -4%
#31 COc1ccc(/C=N/n2c(SC)nnc2-c2ccccc2)cc1C
    -3% | -14% | 6.3% | 4% | 16% | 6% | -1% | 1.5% | -0.2% | -14% | ?
#32 COc1cc(Cl)c(C)cc1NC(=O)CSC
    2% | 2% | 2.3% | -3% | 11% | -4% | -3% | -2.2% | -0.9% | -6% | -8%

Compound activity from PubChem.
